# Rv3671c inh = Rv3671c (M. tuberculosis) protease inhibition. P9WHR9. inhibition, % at 5.96 µM. 320,000 tested, 0.048% active. AID 2606; in the data active = inhibition above about 38%;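 note: extracellular domain of Rv3671c used as enzyme; 0% = enzyme with DMSO and 100% = no enzyme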
# FadD28 FP inh = inhibitors of Mycobacterium tuberculosis FadD28 bisubstrate binding; FadD28 bisubstrate probe binding, fluorescence polarization; inhibition, % at 12.5 µM; 360,000 tested, 0.22% active; in the data active = inhibition above about 8.5%, passing the limit was not always enough; inconclusive = no clear call, values can overlap the other calls
# MazEF act = increases E. coli MazEF RNase cleavage of RNA | 350,000 tested, 0.32% active | activation, % at 20 µM | P0AE70 | FAM/BHQ RNA-DNA oligo cleavage fluorescence, 5 h; in the data active = activation above about 50%
# Target sequence (P0AE70 whole entry, looked up): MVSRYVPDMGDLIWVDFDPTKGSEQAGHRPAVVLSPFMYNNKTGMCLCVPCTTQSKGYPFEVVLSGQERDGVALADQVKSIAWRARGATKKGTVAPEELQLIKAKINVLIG
# UGM FP inh = inhibitors of M. tuberculosis UDP-galactopyranose mutase; AID 504406; 320,000 tested, 0.06% active; purified UGM, fluorescence polarization probe displacement; P9WIQ1; inhibition, % at 10 µM; in the data active = inhibition above about 10%, passing the limit was not always enough; inconclusive = no clear call, values can overlap the other calls
# Target sequence (P9WIQ1 whole entry, looked up): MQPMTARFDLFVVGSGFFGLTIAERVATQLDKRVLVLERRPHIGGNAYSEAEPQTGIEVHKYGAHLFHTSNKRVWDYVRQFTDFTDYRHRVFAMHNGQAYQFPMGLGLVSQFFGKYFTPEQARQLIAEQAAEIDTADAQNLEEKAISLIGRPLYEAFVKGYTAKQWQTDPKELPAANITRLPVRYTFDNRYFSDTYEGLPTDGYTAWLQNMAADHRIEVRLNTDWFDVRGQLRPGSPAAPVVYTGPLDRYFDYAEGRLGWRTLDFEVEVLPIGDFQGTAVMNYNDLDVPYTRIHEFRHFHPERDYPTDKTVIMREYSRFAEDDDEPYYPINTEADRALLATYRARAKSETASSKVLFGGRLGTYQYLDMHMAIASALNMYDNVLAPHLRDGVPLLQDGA
# CCHFV vOTU inh = blocks the CCHF virus ovarian tumor domain protease. CCHFV vOTU protease, Pep-AMC fluorescence. inhibition, % at 11.5 µM. 370,000 tested, 0.55% active; note: 0% = vehicle wells with enzyme and 100% = no enzyme wells
# GDH-TPI counter = inhibits GDH-TPI coupling enzymes, artifact for Mtb FBA screen | GDH-TPI coupled enzyme counterscreen, NADH absorbance | inhibition, % at 4.8 µM | 360,000 tested, 1.2% active;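 note: 0% = DMSO wells and 100% = wells lacking the enzyme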
# VHR inh abs = inhibitors of human VHR1 phosphatase (DUSP3) | inhibition, % at 13.3 µM | recombinant VHR phosphatase, pNPP absorbance | P51452 | 290,000 tested, 0.52% active | AID 1654; in the data active = inhibition above about 50%; note: some compounds called inactive have numbers as strong as hits
# Target sequence (P51452 whole entry, looked up): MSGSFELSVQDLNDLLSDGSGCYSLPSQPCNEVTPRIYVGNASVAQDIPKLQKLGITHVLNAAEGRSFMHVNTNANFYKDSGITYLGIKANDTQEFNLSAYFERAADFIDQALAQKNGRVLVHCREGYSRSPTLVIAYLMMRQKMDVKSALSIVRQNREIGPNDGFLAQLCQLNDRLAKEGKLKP
# Mtb BioA inh = BioA (M. tuberculosis) enzyme inhibition. purified M. tuberculosis BioA enzyme, plate reader. inhibition, % at 9.99 µM. 360,000 tested, 0.096% active; in the data active = inhibition above about 40%; inconclusive = no clear call, values can overlap the other calls
# Mtb FBA inh = Mtb fructose-bisphosphate aldolase inhibition; P9WQA3; purified M. tuberculosis FBA, fluorescence read-out; inhibition, % at 1 µM; 360,000 tested, 2.3% active; AID 588726; in the data active = inhibition above about 27%;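 note: 0% = vehicle and 100% = reference inhibitor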
# Target sequence (P9WQA3 whole entry, looked up): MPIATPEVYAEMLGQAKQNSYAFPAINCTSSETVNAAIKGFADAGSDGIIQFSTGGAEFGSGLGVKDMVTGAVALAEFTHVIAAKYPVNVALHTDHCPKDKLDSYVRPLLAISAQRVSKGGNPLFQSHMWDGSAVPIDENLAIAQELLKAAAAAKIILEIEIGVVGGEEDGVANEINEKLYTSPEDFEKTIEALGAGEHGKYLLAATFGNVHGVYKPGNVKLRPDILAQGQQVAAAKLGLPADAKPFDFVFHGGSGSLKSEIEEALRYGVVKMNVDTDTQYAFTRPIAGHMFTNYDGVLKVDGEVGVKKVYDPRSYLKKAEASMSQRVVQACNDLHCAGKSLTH
# BoNT F protease = inhibitors of Botulinum neurotoxin F light chain protease | Multiplex microsphere protease cleavage assay, flow cytometry | AID 588497 | 360,000 tested, 0.22% active | inhibition, % at 10 µM; in the data active = inhibition above about 35%, passing the limit was not always enough; inconclusive = no clear call, values can overlap the other calls; note: plate controls were buffer without enzyme for full effect and enzyme alone for no effect
# Numbers without * were called inactive; u = inconclusive; x = no result given; & = joins results of further samples. Cut-off read from the data, not from the text of the source, unless noted: active = inhibition above about 30%; inactive = the rest. No enrichment for hits. Share with any hit: about 4.9%.
SMILES,Rv3671c inh,FadD28 FP inh,MazEF act,UGM FP inh,CCHFV vOTU inh,GDH-TPI counter,VHR inh abs,Mtb BioA inh,Mtb FBA inh,BoNT F protease
CC(Oc1ccc(Cl)cc1)C(=O)NNC(=S)NC(=O)c1ccco1 (configuration not stated),9,0.0,7,2.4,0,1,3,0.3,17,1
CC(=O)c1cccc(Nc2nc(-c3cccc([N+](=O)[O-])c3)cs2)c1,5,-2.3,-7,2.6,6,11,3,-0.1,2,-9
CCCN(CCC)S(=O)(=O)c1ccc(NS(=O)(=O)c2ccc(F)cc2)cc1,-10,-2.1,6,-0.7,24,6,-19,2.2,0,-1
CC(C)N(CCCNC(=O)c1ccc(CS(=O)(=O)c2c(Cl)cccc2Cl)o1)Cc1ccccc1,5,-0.1,3,1.1,11,-3,-14,0.2,-3,-10
O=C(C1=C(O)C(=O)N(CCN2CCOCC2)C1c1ccccn1)c1cccs1 (configuration not stated),-7,-0.2,3,-1.1,31*,0,18,-0.8,-3,-7
O=C(Nc1nncs1)c1c(F)c(F)c(F)c(F)c1F,-2,-4.4,-4,0.2,-8,-7,-15,-0.7,0,6
CC(C)Oc1ccc(CCc2nnc(SCC(=O)O)n2-c2ccccc2)cc1,2,-1.8,-7,-0.3,9,8,12,x,0,3
COc1ccc(C(=O)N2CCCC(c3nc(-c4cccs4)no3)C2)cc1 (configuration not stated),7,-3.5,-19,-1.8,4,-6,30,2.1,0,-2
CC(C)[C@H](NC(=O)c1ccco1)C(=O)OCC(=O)N(C)c1ccccc1,5,-0.7,0,-1.3,-3,5,24,-3.0,-1,3
C/C(=N\NC(=O)c1cccc(C)c1)c1ccc(N2CCOCC2)cc1,-3,-0.8,10,-1.0,13,34*,16,-0.8,4,-9
O=S(=O)(c1ccc(F)cc1)N1CCC2(CC1)OCCO2,-7,-2.0,-13,1.2,-12,2,14,x,-3,1
CN(C)CCN=Cc1c(O)n(CCC2=CCCCC2)c(=O)[nH]c1=O,5,1.4,6,-0.3,-5,6,-5,2.2,2,6
CSc1ccc(CN2CCC(Oc3ccc(C(=O)N4CCCC4)cc3)CC2)cc1,-5,-2.4,4,0.4,16,-9,2,0.3,0,-7
c1ccc(CSc2nc3ccccc3[nH]2)cc1,1,-0.7,3,-1.0,-8,5,0,-1.6,0,8
COc1ccccc1CNc1ccc(Br)cn1,-8,-1.4,-9,-1.6,-10,11,14,1.1,4,-22
CCOC(=O)C(C)Sc1ncc(OC)c(Sc2ccc(Cl)cc2)n1 (configuration not stated),-2,-1.9,-8,-2.4,6,10,19,-0.6,-1,-10
COc1ccc(C(=O)NC(=S)NCC2CCCO2)cc1 (configuration not stated),-3,-2.5,-3,-0.3,-9,-1,-7,10,2,-6
COc1ccccc1NC=C1C(=O)OC(C)(C)OC1=O,-2,0.0,-4,2.5,13,47*,8,-0.5,-2,5
O=C(Nc1ccc(F)cc1)C(Cc1ccccc1)n1cccc1 (configuration not stated),5,-0.9,0,0.5,12,-1,9,x,2,x
CCC(C)c1ccc(NS(=O)(=O)c2c(C)[nH]c(=O)[nH]c2=O)cc1 (configuration not stated),-1,x,0,-2.1,-3,-6,-9,-0.8,0,-22

# Reprinted from the listing (five entries):
SMILES,Rv3671c inh,FadD28 FP inh,MazEF act,UGM FP inh,CCHFV vOTU inh,GDH-TPI counter,VHR inh abs,Mtb BioA inh,Mtb FBA inh,BoNT F protease
CCOC(=O)C(C)Sc1ncc(OC)c(Sc2ccc(Cl)cc2)n1 (configuration not stated),-2,-1.9,-8,-2.4,6,10,19,-0.6,-1,-10
COc1ccc(C(=O)NC(=S)NCC2CCCO2)cc1 (configuration not stated),-3,-2.5,-3,-0.3,-9,-1,-7,10,2,-6
COc1ccccc1NC=C1C(=O)OC(C)(C)OC1=O,-2,0.0,-4,2.5,13,47*,8,-0.5,-2,5
O=C(Nc1ccc(F)cc1)C(Cc1ccccc1)n1cccc1 (configuration not stated),5,-0.9,0,0.5,12,-1,9,x,2,x
CCC(C)c1ccc(NS(=O)(=O)c2c(C)[nH]c(=O)[nH]c2=O)cc1 (configuration not stated),-1,x,0,-2.1,-3,-6,-9,-0.8,0,-22

# Following part.
SMILES,Rv3671c inh,FadD28 FP inh,MazEF act,UGM FP inh,CCHFV vOTU inh,GDH-TPI counter,VHR inh abs,Mtb BioA inh,Mtb FBA inh,BoNT F protease
O=C(c1ccc2c(=O)n3c(nc2c1)CCCCC3)N1CCN(c2ccccc2)CC1,0,-1.2,4,-0.1,-10,7,-1,0.2,-1,8
Cc1cc(NC(=O)CSc2nc(N)c(NC(=O)c3ccccc3)c(=O)[nH]2)no1,0,1.7,-27,0.3,4,4,-11,x,0,-2
Cc1cc(-c2ccc(Cl)cc2)c2cnn(C(C)C)c2n1,-7,-1.9,4,3.4,-8,-9,-5,5.2,4,-13
CCOC(=O)c1cc(OC(=O)c2ccccc2)n(-c2ccccc2)n1,8,0.4,-3,0.5,6,3,12,1.3,1,-1
O=C(/C=C/Nc1ccc(F)c(Cl)c1)c1ccccc1,-11,1.2,16,-0.8,1,19,29,-3.0,5,-24
CCC(C)(C)NC(=O)Cc1ccc(F)cc1,4,1.1,1,-0.1,-3,3,-3,x,3,-7
CSc1cccc(NC(=O)N2CCc3ccc(NC(=O)c4ccccn4)cc3C2)c1,-76,-2.2,-12,1.1,9,6,23,-0.5,0,9
O=C(CSc1nc(-c2ccccc2)c(-c2ccccc2)o1)Nc1nnc(-c2ccccc2)s1,-5,-3.4,-2,-0.8,0,-1,37,-1.6,-4,-2
COC(=O)CN1C(=O)COc2ccc(S(=O)(=O)N3CCOCC3)cc21,-10,0.6,2,-0.4,-4,12,-9,-1.5,5,-1
Cn1c(N2CCN(S(=O)(=O)c3ccc(F)cc3)CC2)nc2ccccc21,1,0.4,4,0.9,-2,-6,14,x,-2,-2
O=C(Nc1ccc(N2CCN(C(=O)c3ccco3)CC2)cc1)c1ccc(F)cc1,7,-0.8,4,0.5,-17,6,2,-1.2,0,-1
O=C1CN(C(=O)COc2ccccc2)c2ccccc2N1,4,0.8,-3,-0.9,-1,0,-9,-0.8,1,5
COc1cccc(CN2CCCCC2c2cccnc2)c1 (configuration not stated),14,-3.8,-6,4.8,7,10,15,0.5,2,-8
O=c1[nH][nH]c(C(F)(F)F)c1C=NCc1cccc(Cl)c1,-3,-3.9,0,0.0,7,4,-8,-0.3,-2,-22
CC(NC(=O)C(Cc1ccccc1)=NO)c1ccccc1 (configuration not stated),x,-3.9,-3,x,-1,7,x,x,-2,-2
CN(Cc1ccccc1)C(=O)CN1C(=O)c2ccc([N+](=O)[O-])cc2C1=O,-16,-0.3,6,-1.5,-2,1,20,-0.1,0,0
COc1ccccc1CCC(=O)Nc1cc(S(=O)(=O)N2CCCCC2)ccc1N1CCN(C)CC1,-10,-3.4,0,0.4,-7,1,x,0.9,0,-4
Cn1cccc1-c1cc(C(=O)N/N=C/c2cccc(O)c2)[nH]n1,-2,-4.4,8,-0.2,-2,-2,8,7.4,3,-9
Cc1nc2c(ncn2-c2ccccc2)c(=O)n1NC(=O)CN1CCCC1,4,-1.6,0,-3.3,-3,5,22,x,-2,0
Cc1c(C)c(C)c(S(=O)(=O)Nc2ccc3[nH]c(=O)[nH]c3c2)c(C)c1C,-7,x,43,-1.3,10,-3,30,-2.2,0,-1
FC(F)(F)c1cc(-c2ccccc2)nc(N2CCCCCC2)n1,1,-1.5,2,1.4,11,-4,16,-2.8,0,23
N#CC1(NC(=O)COC(=O)Cc2c[nH]c3ccccc23)CCCCC1,x,4.6,9,x,-11,7,x,0.5,-1,-4
CCC(=O)N(Cc1cc2ccccc2[nH]c1=O)c1ccc(OC)cc1,2,-0.8,7,0.6,-8,4,2,x,4,2
Cc1nn(CCCC(=O)Nc2ccccn2)c(C)c1[N+](=O)[O-],0,-2.9,2,1.7,-4,1,19,x,-4,-1
COc1cc(C(=O)N/N=C/c2ccc(OC(=O)c3ccccc3Cl)cc2)ccc1O,-20,-1.9,-3,-2.7,20,21,48,-1.4,0,-7
O=C(Nc1cc(S(=O)(=O)N2CCCCCC2)ccc1OCC(F)(F)F)c1cnccn1,-5,-1.4,7,0.5,-1,8,x,x,4,-3
Cc1ccc(S(=O)(=O)CCC(=O)OCc2cc(=O)oc3cc(C)ccc23)cc1,0,-0.2,7,1.6,-1,4,x,-0.7,1,x
Cc1c(N=Nc2ccc(N(C)C)cc2)c(=O)n(-c2ccccc2)n1C,x,-1.0,-51,x,19,8,7,x,-20,-2
C[C@@H]1CCCCO[C@H](CN(C)S(=O)(=O)c2ccc(F)cc2)[C@@H](C)CN([C@H](C)CO)C(=O)c2cc(NC(=O)Nc3ccc(C(F)(F)F)cc3)ccc2O1,x,-2.4,-9,x,25,10,x,-1.2&-0.6,-1,-7
CNC(=O)C1CCN(S(=O)(=O)c2c(C)noc2/C=C/c2ccc(OC)cc2)CC1,3,-0.7,6,-0.7,1,26,-2,4.2,3,-6
O=C(NCC(O)COc1ccc([N+](=O)[O-])cc1)Nc1ccccc1 (configuration not stated),-2,-2.5,1,0.2,-9,12,5,0.3,-1,-3
CC(=O)c1cc2c(cc1NC(=O)CSc1ncccn1)OCO2,x,0.6,-2,x,-6,14,x,0.5,2,-4
O=C(CCn1c(=O)sc2ccccc21)Nc1nccs1,2,0.1,5,0.8,-10,2,17,-1.2,-5,2
COC(=O)CSC1=C(C#N)C(c2ccccc2F)CC(=O)N1 (configuration not stated),-1,-1.9,10,0.3,5,9,-13,-0.1,1,-2
COCCn1nnnc1C(CC(C)C)N1CCN(C(=O)c2ccco2)CC1 (configuration not stated),x,0.8,-4,x,-1,5,4,-1.8,4,u
Cc1ccc(N(C(=O)CNC(=O)c2ccco2)C(C(=O)NC2CCCC2)c2cccnc2)c(C)c1 (configuration not stated),-1,-3.6,4,0.5,10,-8,18,-0.8,-1,0
CCCCCCNC(=O)O[C@H]1C[C@H](C(=O)OC)[C@H](C(=O)OC)C2CN(S(=O)(=O)c3ccc(C)cc3)C[C@@]21O (some centres not stated),x,-4.7,8,x,26,0,x,-0.9,-4,0
CC(Nc1c[nH]c(=O)[nH]c1=O)c1ccccc1 (configuration not stated),x,-1.5,-6,0.0,-8,1,1,-1.4,1,u
COc1ccc(CCN2C(=O)CN(Cc3ccccc3)CC2=O)cc1OC,-7,-4.1,-1,-0.7,1,2,32,x,-2,1
CC(C)(C)c1ccc(OCC(=O)NCCN2CCOCC2)cc1,-7,-0.4,3,-0.2,4,2,-3,0.1,-2,-2
CC(C)C[C@@H](CSc1ccc(Br)cc1)N1CCN(C)CCC1=O,-5,-1.5,0,1.0,5,3,30,-0.1,-1,-6
CC1(C)C2CC=C(/C=N/NC(=S)Nc3cccnc3)C1C2 (configuration not stated),2,-3.2,14,-0.3,-14,-1,28,x,-9,-7
COc1ccc(CNC(=O)C2CCN(S(=O)(=O)N3CCCCC3)CC2)c(OC)c1,3,-2.6,2,-0.2,2,7,-2,-1.2,-1,-8
Cc1oc(-c2cccs2)cc1C(=O)N1CCCC(C)(C(=O)O)C1 (configuration not stated),x,0.2,x,x,-6,7,x,-1.7,-1,4
Cc1ccc(-n2c(O)c(C=NCCN3CCOCC3)c(=O)[nH]c2=O)cc1,4,-2.1,3,-1.5,-1,8,6,-2.1,-1,2
Cc1ccccc1C(=O)N1CCN(c2ncnc3c2cnn3-c2ccccc2)CC1,4,-2.9,-3,0.4,-1,11,26,1.8,0,2
COc1ccc(-n2nc3c(c2NC(=O)c2cc4ccccc4o2)CS(=O)(=O)C3)cc1,6,-0.8,2,-0.4,2,-12,10,-0.2,-3,-4
CC(=O)Nc1cccc(Nc2ccc(C#N)cc2)c1,x,-2.0,x,x,20,x,x,0.8,0,-6
COCCn1c(C)cc(C(=O)COC(=O)CCc2ccc(S(=O)(=O)N3CCOCC3)cc2)c1C,5,-2.0,-2,2.7,10,1,0,-7.3,-2,-2
COc1ccc(CC(=O)OCC(=O)NC2CCCCCC2)cc1OC,x,-3.6,2,x,7,3,x,-1.4,-1,-15
O=C(CCc1ccccc1)Nc1cccc(-c2nnc(-c3ccco3)o2)c1,-3,-0.3,37,-1.3,2,3,-5,-3.0,27*,4

# Source: PubChem
